# Assay outcomes as filed in PubChem.
# Hck Nef HTS – inhibitors of human Hck kinase activated by Nef; P08631; inhibition, % at 20 µM; 0.68% of 220,000 active; Recombinant Hck-YEEI plus Nef, Z-Lyte FRET kinase assay;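 active means Hck-Nef kinase inhibition above about 50%, limit read from the data; inactive means inhibition below that limit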;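 further: 0% = DMSO with Hck plus Nef and 100% = Hck alone without Nef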
# Target sequence (P08631 whole entry, looked up): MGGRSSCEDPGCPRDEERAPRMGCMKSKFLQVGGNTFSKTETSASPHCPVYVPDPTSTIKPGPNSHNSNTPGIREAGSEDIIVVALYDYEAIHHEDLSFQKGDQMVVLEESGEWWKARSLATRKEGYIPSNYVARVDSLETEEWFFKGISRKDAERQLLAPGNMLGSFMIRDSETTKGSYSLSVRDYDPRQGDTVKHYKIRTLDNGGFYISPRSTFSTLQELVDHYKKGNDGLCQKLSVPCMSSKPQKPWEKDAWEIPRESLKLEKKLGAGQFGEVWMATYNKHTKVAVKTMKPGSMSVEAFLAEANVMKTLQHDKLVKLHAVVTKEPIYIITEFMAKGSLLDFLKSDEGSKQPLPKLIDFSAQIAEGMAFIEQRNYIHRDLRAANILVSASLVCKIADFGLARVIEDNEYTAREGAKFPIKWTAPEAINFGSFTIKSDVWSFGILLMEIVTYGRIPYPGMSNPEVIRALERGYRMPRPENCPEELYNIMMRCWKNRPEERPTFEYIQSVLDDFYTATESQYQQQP
# EP2 mod – modulates human prostaglandin E2 receptor EP2 signaling; P43116; EP2-expressing cells, cAMP HTRF FRET, PGE2 co-stimulation; induction, % at 25 µM; 0.83% of 260,000 active;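 active means compounds whose cAMP rise, as percent of the full-agonist control response, exceeds 60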;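 further: rat C6 glioma line stably carrying human EP2 under a CMV promoter; the protocol text gives 20 µM as final concentration; 100% = response of wells given 1 µM PGE2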
# eIF4E 4G PPI – blocks eIF4E binding to eIF4G | P63073+Q04637 | TR-FRET eIF4E-eIF4GI(517-606) binding, 2 h | inhibition, % at 21.7 µM | 0.37% of 220,000 active | AID 782;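 active means inhibition above about 30%, limit read from the data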;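 further: 0% = full FRET control wells and 100% = background wells lacking eIF4GI fragment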
# PGE2 EP2 inh – inhibitors of human EP2 prostaglandin E2 receptor. AID 1422. 0.52% of 260,000 active. C6 glioma cells expressing human EP2, cAMP TR-FRET; cells stimulated with saturating PGE2. P43116. inhibition, % at 25 µM;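 active means percent inhibition above 40 after rounding to a whole number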;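 further: rat C6 glioma host cells with rolipram phosphodiesterase inhibitor present; the protocol text gives 20 µM as final concentration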
# TbHK1 inh – T. brucei hexokinase 1 inhibition | recombinant TbHK1, G6PDH-coupled NADH A340 | inhibition, % at 10 µM | 0.11% of 220,000 active | AID 1430;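 active means inhibition of 50% or more in the single-dose primary screen; inactive means inhibition below 50%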
# 14-3-3 Bad PPI – disrupts binding of bovine 14-3-3 zeta to phospho-Bad peptide. 0.71% of 220,000 active. inhibition, % at 21.7 µM. TR-FRET 14-3-3zeta/Dy647-pBad peptide displacement, 1 h. P63103. AID 781;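 active means inhibition above about 70%, limit read from the data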;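 further: 0% = full 14-3-3 plus peptide FRET controls and 100% = background without 14-3-3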
# Target sequence (P63103 whole entry, looked up): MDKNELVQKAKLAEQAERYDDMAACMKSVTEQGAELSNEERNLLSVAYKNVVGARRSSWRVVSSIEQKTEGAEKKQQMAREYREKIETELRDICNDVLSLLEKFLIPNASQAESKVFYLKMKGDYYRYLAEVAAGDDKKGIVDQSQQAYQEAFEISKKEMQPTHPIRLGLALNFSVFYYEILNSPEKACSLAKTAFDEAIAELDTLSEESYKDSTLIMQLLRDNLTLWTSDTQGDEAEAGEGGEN
# L929 necroptosis – blocks zVAD induced death of L929 cells. L929 zVAD necroptosis rescue, ATP luminescence, 24 h; with zVAD 60 µM. viability rescue, % at 10 µM. 0.38% of 220,000 active;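 active means activation, scaled between plate controls, above about 75%, limit read from the data; inactive means activation under that limit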;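 further: 0% = zVAD with DMSO and 100% = DMSO alone without zVAD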
# Calpain2 inh – calpain II (pig) inhibition | AID 1236 | 0.37% of 220,000 active | purified calpain II, fluorogenic peptide substrate, 30 min | inhibition, % at 16 µM;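 active means inhibition above about 50%, limit read from the data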
# Rad51 HR inh – blocks human Rad51 in homologous recombination; 0.085% of 200,000 active; hRad51 DNA strand exchange, fluorescence dequenching; Q06609; inhibition, % at 10 µM;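 active means inhibition above 40% at the single screening dose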;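 further: 0% = DMSO control wells and 100% = blanks with heterologous ssDNA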
# Target sequence (Q06609 whole entry, looked up): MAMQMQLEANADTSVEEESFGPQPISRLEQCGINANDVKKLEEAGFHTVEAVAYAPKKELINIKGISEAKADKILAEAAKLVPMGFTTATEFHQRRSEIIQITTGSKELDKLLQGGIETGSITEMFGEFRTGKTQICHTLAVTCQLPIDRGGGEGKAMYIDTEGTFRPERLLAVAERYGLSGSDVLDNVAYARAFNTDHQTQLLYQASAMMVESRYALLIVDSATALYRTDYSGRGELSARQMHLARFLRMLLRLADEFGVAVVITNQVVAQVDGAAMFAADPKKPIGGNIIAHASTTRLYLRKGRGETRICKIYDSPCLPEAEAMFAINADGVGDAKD
#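 Material: hRad51 filaments on single-stranded DNA; Reagent: Donor/quencher-labelled 47-bp dsDNA substrate; Compound: 10 µM final, single point; Schedule: 37 °C 15-min filament assembly, 30-min compound preincubation, 15-min exchange; Technique: FRET fluorescence, excitation 485 nm, emission 520 nm; Benchmarks: control wells and blank wells on each plate.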
# Numbers without * were called inactive; . = no result given; & = joins results of further samples; [ ] = another dose, or the depositor's remark. This is a subset; count on the stated rates, not on these rows.
SMILES,Hck Nef HTS,EP2 mod,eIF4E 4G PPI,PGE2 EP2 inh,TbHK1 inh,14-3-3 Bad PPI,L929 necroptosis,Calpain2 inh,Rad51 HR inh
Clc1cccc(NCc2nnc3n2CCCCC3)c1,27,18,-1,4,0,-8,0.3,-24,2
COC(=O)c1cn(C)c2ccc(S(=O)(=O)N3CCOCC3)cc2c1=O,23,19,24,5,-15,34,0.1,-2,-6
COCCn1c(N)c(N(Cc2ccccc2)C(=O)C2CCCC2)c(=O)[nH]c1=O,22,0,0,5,1,-5,3.4,13,9
Cc1c(C(=O)NCc2cccnc2)oc2ccc(S(=O)(=O)N3CCCCC3)cc12,2,-2,-1,6,-8,19,0.0,0,4
CSCCC(NS(=O)(=O)c1c(Cl)cccc1Cl)C(=O)O (stereo not given),17,25,2,0,-5,-9,1.4,-3,13
Cc1c(C(=O)O)oc2ccc(S(=O)(=O)NCCC3=CCCCC3)cc12,0,-20,5,6,-3,3,0.7,-26,1
CCOc1ccc(-c2ccc(SCC(=O)Nc3nnc(C)s3)nn2)cc1,-2,-13,-1,3,-8,3,1.8,28,-17
CCN(CCCNC(=O)C1c2ccccc2C(=O)N(CCOC)C1c1ccc(F)cc1)Cc1ccccc1 (stereo not given),16,5,0,20,3,-10,0.7,-17,1
O=C(C1=C[C@H](c2ccc3c(c2)OCO3)C[C@H](OCc2ccc(CO)cc2)O1)N1CCCCCCC1,3,4,2,.,-12,9,-1.2,13,.
NS(=O)(=O)c1ccc(CCNC(=O)CN2CCCCCC2)cc1,30,12,-1,6,-4,-8,0.9,-17,24
Cc1ccc(-c2nc(CSCC(=O)NCc3cccnc3)c(C)o2)cc1,0,9,8,4,-1,9,0.2,-7,-33
N=C(N)SCc1ccc(Cl)cc1Cl,5,2,-1,13,8,-4,0.8,-6,-22
COCCCNC(=O)CN(CCc1ccccc1)S(=O)(=O)c1ccc(OC)cc1,18,9,3,8,-7,-6,0.2,-20,12
O=C(N/C=C/n1cnc2cc(C(F)(F)F)ccc21)c1ccccc1,-3,1,1,4,8,9,-0.1,41,0
CCCCCCn1c(CN2CCN(C(=O)OCC)CC2)nc2c1c(=O)n(C)c(=O)n2C,10,.,.,12,-11,.,-1.2,.,9
COCc1nnc(SCC(=O)NCc2ccccc2)n1-c1ccccc1,4,22,2,4,3,-9,0.4,9,3
CCCCNC(=S)NNC(=O)c1csc2c1CCC(C)C2 (stereo not given),-1,1,-5,6,-2,-25,0.3,19,4
CCOc1ccccc1C1CC(c2ccccc2)Nc2nc(N)nn21 (stereo not given),1,8,-2,4,-2,13,0.4,2,-14
COc1ccccc1NC(=O)c1ccc([N+](=O)[O-])cc1[N+](=O)[O-],-6,18,0,5,-7,-17,1.1,-9,25
O=C(CSc1nnc2scc(-c3ccccc3)n12)N1CCCc2ccccc21,0,0,-4,7,4,-1[fluorescence artefact?],-0.1,4,1
Cc1cc(C)nc(NC(=S)Nc2cccc(Cl)c2Cl)c1,-88,32,-3,7,-14,-4,-0.9,-10,40
Cc1ccccc1-n1c(C)nnc1SCc1cc(=O)oc2ccc3ccccc3c12,0,-35,0,14,26,-21[fluorescence artefact?],0.6,-33,.
COc1ccc([N+](=O)[O-])cc1NC(=O)COC(=O)/C=C/c1ccco1,2,4,8[fluorescence artefact?],12,-3,9[fluorescence artefact?],0.8,0,6
Cc1ccccc1Cn1c2ccccc2c2cnn(CC(=O)NCc3ccco3)c(=O)c21,34,33,-1,4,-20,4,0.1,-24,3
CCOc1ccccc1N1CC(C(=O)Nc2ccc3c(c2)OCCO3)CC1=O (stereo not given),7,-23,3,2,5,3,0.3,8,-6

# Some of these compounds in order of the eIF4E 4G PPI value, highest first.
Structure	eIF4E 4G PPI
Cc1ccccc1-n1c(C)nnc1SCc1cc(=O)oc2ccc3ccccc3c12	0
Clc1cccc(NCc2nnc3n2CCCCC3)c1	-1
Cc1cc(C)nc(NC(=S)Nc2cccc(Cl)c2Cl)c1	-3

# New compounds follow:
SMILES,Hck Nef HTS,EP2 mod,eIF4E 4G PPI,PGE2 EP2 inh,TbHK1 inh,14-3-3 Bad PPI,L929 necroptosis,Calpain2 inh,Rad51 HR inh
COC(OC)c1ccnc(-c2ccc(OC(C)=O)cc2)n1,22,11,2,1,-2,-13,1.8,2,2
CC1CCCN(Cc2nc(Cc3ccccc3Cl)no2)C1 (stereo not given),6,-2,-1,2,-9,-3,-1.4,13,13
Cc1ccc(NC(=O)Cn2nc(-c3ccccc3Cl)ccc2=O)c(Br)c1,19,-76,3,5,-2,-6,1.9,-2,7
CC(=O)c1ccc(NC(=S)NCCc2ccc(S(N)(=O)=O)cc2)cc1,5,-47,-3,0,-8,-1,0.5,-16,9
Cc1cc(C(=O)CCl)c(C)n1CCc1ccccc1,29,-67,-5,3,-6,-5,-0.1,-10,-1
COC(=O)c1cc(OC)c(OC)cc1NC(=O)c1cnccn1,16,-9,-3,7,-8,-7[fluorescence artefact?],0.7,-15,-1
COCCn1nnnc1C(c1cc2cccc(C)c2[nH]c1=O)N1CCN(c2ccccc2F)CC1 (stereo not given),0,32&12,5,13&7,33,4,2.1,-35,.
O=C(NCc1n[nH]c(=S)n1-c1ccccc1)c1cccs1,2,41,-2,9,-7,9,1.2,-14,6
CCOC(=O)c1sc2nc(C3CC3)cc(-c3ccc(F)cc3)c2c1N,13,44,-2,2,-7,2[fluorescence artefact?],0.1,-458,4
C=C1CCN(C(C(=O)OC)C(C)C)S(=O)(=O)c2ccccc21 (stereo not given),27,6,-4,11,-4,-4,1.6,-8,-5
CC1(C)Cc2c(c(N3CCOCC3)nc3sc4c(NN)ncnc4c23)CS1,0,18,2,8,-33,5,-0.7,-44,-9
COc1ccc(Cl)cc1-c1nc(N)nc(N(C)C)n1,0,7,2,7,0,-1,-0.4,12,0
COc1ccc(N2C(=O)C(CN3CCCCC3)C2c2ccccc2)cc1 (stereo not given),27,-1,0,4,7,89*,-0.3,2,0
COc1ccc(C2c3sc(=O)[nH]c3SC3C(=O)N(c4ccccc4)C(=O)C32)cc1 (stereo not given),22,-7,3,8,2,2,2.6,-16,-3
COC(=O)c1cc(NS(=O)(=O)c2ccc3c(c2)CCC(=O)N3)cc(C(=O)OC)c1,0,19,-7,2,-2,0,0.3,-23,-2
Cc1cc(C)cc(C(=O)Nc2ccc3[nH]c(=O)[nH]c3c2)c1,7,-10,-2,7,-3,7,0.8,-6,5
COC(=O)c1c(NC(=O)CN2CCC3(O)CCCCC3C2c2ccc(OC)cc2OC)sc(C)c1C (stereo not given),21,16,21,3,-9,14[fluorescence artefact?],0.5,-25,-45
O=c1c([N+](=O)[O-])c(NCCN2CCCCCC2)c2ccccc2n1-c1ccccc1,0,21,-11,8,-1,6,-0.5,38,24
CC(=O)Nc1ccc(OC(=O)c2ccc(Cl)cc2)cc1,5,13,16[fluorescence artefact?],2,0,-7,0.2,-9,5
COCCOC(=O)c1c(C)n(C)c2ccc(OC(=O)c3cccs3)cc12,1,27,2[fluorescence artefact?],6,2,4,0.0,-8,6
COC(=O)c1ccc(CSc2nc3ccc(C)cc3[nH]2)o1,5,-37,-7,11,0,-7,-0.3,-17,.
CN1CCN(c2ccc(Cl)cc2NS(=O)(=O)c2ccccc2Cl)CC1,2,-11,.,9,-5,.,-0.2,-39,-4
COc1ccc(C(=O)NNC(=O)c2ccc(S(=O)(=O)N3CCCCC3)cc2)cc1,16,21,-5,10,1,-13,6.8,-2,0
CC(=O)c1ccc(NC(=S)N2C(C)CCCC2C)cc1 (stereo not given),1,-11,-4[fluorescence artefact?],6,-8,-10[fluorescence artefact?],0.0,4,3
Cc1cc(NC(=O)CSc2ccc(-c3ccc4c(c3)OCO4)nn2)no1,2,-14,-1,3,-4,4,1.3,18,.
SMILES,Hck Nef HTS,EP2 mod,eIF4E 4G PPI,PGE2 EP2 inh,TbHK1 inh,14-3-3 Bad PPI,L929 necroptosis,Calpain2 inh,Rad51 HR inh
C/C(CC(=O)Nc1ccc(Cl)c(Cl)c1)=N\NC(=O)Cc1ccccc1,7,-3,12,3,26,-10,0.3,22,9
c1ccc(Oc2ccc(-c3ccnc4nc(N5CCN(c6ccccc6)CC5)nn34)cc2)cc1,-3,-2,-37[fluorescence artefact?],2,5,-60[fluorescence artefact?],1.2,-290,0
O=C(CSc1nnc2c(n1)[nH]c1ccccc12)Nc1ccc2c(c1)OCO2,8,-29,-10,5,-17,22[fluorescence artefact?],-0.4,-56,8
COc1ccc(S(=O)(=O)N(C)c2ccc(C(=O)N3CCC(C(N)=O)CC3)cc2)cc1,8,19,4,2,3,-1,0.1,-14,-1
CC(C)(C)c1ccc(OC(=O)c2ccccc2)cc1,9,23,-3,11,-4,-7,-0.9,5,-8
COc1ccc(NC(=O)CSc2c(C)n[nH]c2C)cc1,-22,-10,-1,5,21,-7,0.0,14,-2
COc1ccccc1NC(=O)c1nn(C)cc1Br,1,14,-1,11,6,0,0.4,11,-15
CCOC(=O)c1c(NC(=S)Nc2cccnc2)sc(C)c1C,6,15,4,5,-14,-10,1.1,-8,-2
COc1cc(/C=N/NC(=O)CC2(C)OCCCO2)ccc1OCc1ccccc1,7,-7,15,8,-7,-11,1.1,-4,-1
CSc1ccc(C#N)cc1NC(=O)c1ccc(Cl)cc1,0,22,-6,11,0,-16,-0.1,10,-3
COC(=O)c1sccc1NC(=S)Nc1cccc(F)c1,13,-5,-2,12,-14,-17,-0.1,-23,-5
CCn1c(-c2ccoc2C)n[nH]c1=S,-1,37,-3,6,0,-5[fluorescence artefact?],0.0,6,-4
Cc1cc(C)c(O)c(-c2cc(C(=O)NCCc3ccc(S(N)(=O)=O)cc3)[nH]n2)c1,21,-75,-8,8,7,2,1.4,-11,15
CC(C)NC(=O)c1ccccc1N(Cc1ccccc1)S(C)(=O)=O,5,9,-1,4,2,7,0.5,-31,6
Cc1ccc(N=Nc2c(C)[nH]n(C(N)=S)c2=O)cc1,-33,15,-4,7,0,-14,0.6,-5,0
CC(C1CC1)N(Cc1ccccc1)C(=O)NC(=O)c1ccccc1 (stereo not given),-31,-1,1,6,1,-3,0.1,8,-3
CCCOc1ccc(C(=O)NNC(=S)NC(C)=O)cc1,-1,18,-6,9,0,-7,-0.1,19,3
O=C(Nc1nc(-c2cccs2)c(-c2cccs2)s1)C1CCCC1,-1,4,2,7,-7,-2[fluorescence artefact?],3.9,-12,-6
COc1cc(C(=O)NCc2ccco2)cc(OC)c1OC,0,-26,-5[fluorescence artefact?],2,-4,-4[fluorescence artefact?],0.0,-7,-7
Cc1cc(C)cc(NC(=O)CSc2nc3[nH]ncc3c(=O)[nH]2)c1,5,12,3,8,-4,-6[fluorescence artefact?],1.6,6,7
COC(=O)CN1C2=NCCCN2c2ccccc21,20,21,5,6,2,-9,0.3,-18,4
COc1ccc(N2CCN(S(=O)(=O)c3cnc[nH]3)CC2)cc1,-2,-11,7,9,-5,-3,1.1,11,3
CCCC1Cc2c(sc3nc(SC)nc(N)c23)CO1 (stereo not given),-2,1,-2[fluorescence artefact?],8,-6,7[fluorescence artefact?],2.6,-19,2

# Structural class: the entries above containing a nitro group on carbon (three)
SMILES,Hck Nef HTS,EP2 mod,eIF4E 4G PPI,PGE2 EP2 inh,TbHK1 inh,14-3-3 Bad PPI,L929 necroptosis,Calpain2 inh,Rad51 HR inh
COc1ccccc1NC(=O)c1ccc([N+](=O)[O-])cc1[N+](=O)[O-],-6,18,0,5,-7,-17,1.1,-9,25
COc1ccc([N+](=O)[O-])cc1NC(=O)COC(=O)/C=C/c1ccco1,2,4,8[fluorescence artefact?],12,-3,9[fluorescence artefact?],0.8,0,6
O=c1c([N+](=O)[O-])c(NCCN2CCCCCC2)c2ccccc2n1-c1ccccc1,0,21,-11,8,-1,6,-0.5,38,24
